West Nile antiviral: West Nile virus antiviral activity, cell-based, CPE readout (AID 1621); West Nile virus-infected cells, CPE inhibition; higher % means a stronger effect; CPE inhibition, % at 10 µM; hits with a dose series show IC50 in µM; actives 0.02% (n = 290,000); in the data active = a potency from the dose series; inconclusive = CPE inhibition mostly from about 3.7% at the one dose, without a potency; inactive = the rest, 99 in 100 with CPE inhibition below about 2.2%; also: strong numbers were not always called active
Insulin prom up: insulin promoter activators in MIN6 cells, imaging, high-content screening, mouse beta cells. MIN6 insulin promoter-GFP reporter; hits give high values. z-score at 5 µM. actives 0.3% (n = 190,000). AID 1625, 2009;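 active = z-score above 3 at 5 µM with at least 500 cells counted in the well; inconclusive = wells under 500 cells, flagged as cytotoxic or low count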
Autophagy mod: autophagy modulators in MEF cells, primary screen, imaging, high-content, MEF GFP-LC3. actives 0.98% (n = 190,000). MEF GFP-LC3 puncta imaging; test concentration mostly 10 µM. calls only at 10 µM (by protocol);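 active = percentage of spot-positive cells more than 3 SD above its plate mean, without a fluorescence outlier flag or 80% toxicity; inconclusive = no clear call, values can overlap the other calls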;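 also: spot-positive cell cutoff set from DMSO-treated cells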
bCat nuc transl: modulators of beta-catenin nuclear translocation, primary screen, imaging, HeLa cells, immunofluorescence, high-content; nuclear translocation activity, % at 5 µM; actives 0.3% (n = 190,000); AID 1665, 2009;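 active = nuclear translocation activity above 50% at 5 µM, with a well cell count of 50 or more; inconclusive = wells under 50 cells across six images, flagged as toxic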;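 also: per-cell ratio of nuclear to cytoplasmic median beta-catenin stain intensity; plate controls were DMSO negative control for no effect and GSK-3 inhibitor IX positive control for full effect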
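Read-out: Nuclear/cytoplasmic beta-catenin signal ratio, % activation | Assay system: Human HeLa cell line | Times: 24 h compound exposure at 37°C, 5% CO2 | Signal: Fluorescence imaging of beta-catenin antibody stain plus DAPI | Dosing: 5 µM primary, 0.02–20 µM confirmation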
T cell HTS: modulators of CD8 T cell-vesicle binding, primary screen, mouse 2C CD8+ T cells, flow cytometry. 2C CD8+ T cell-vesicle binding; hits give low values. calls only at 7 µM. actives 0.068% (n = 330,000). AID 2052, 2009;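 active = response, share of CD8 T cells binding vesicles, and their 90th percentile fluorescence all below set limits, cut at about 80% in these data, passing the limit was not always enough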
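Material: murine 2C transgenic CD8+ T lymphocytes / Also added: QL9-peptide-loaded Drosophila micro-vesicles bearing Ld, ICAM-1 and B7-1 / Schedule: binding step 1.5 h, 37 °C, antibody labelling 20 min, ice / Signal: flow cytometry, PE anti-B7-1 (FL2) versus Alexa647 anti-CD8 (FL8), PFA-fixed / Evaluation: percent CD8+ FL2 mean versus row control / Benchmarks: naked versus QL9-loaded vesicles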
Lipid droplet: inhibitors of hepatocyte lipid droplet formation, primary screen, imaging, high-throughput imaging, BODIPY stain; AML12 mouse hepatocytes, oleate lipid droplets; inhibition, % at 6.5 µM; actives 0.4% (n = 240,000);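 active = lipid droplet intensity inhibited by at least 50%, with more than 500 cells counted; inconclusive = wells with under 300 cells, treated as cytotoxic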
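material = mouse AML12 hepatocyte cell line, fixed after treatment | also added = 100 µM oleic acid challenge | doses = compound at 6.5 µM only | schedule = overnight exposure | technique = Image-based BODIPY and DAPI two-channel analysis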
WT yeast gro inh: growth inhibition of WT strain, primary screen, mitochondrial fusion inhibitor project, WT and mutant strains, chemical genetic | AID 1362, 2008 | actives 2.1% (n = 190,000) | mitochondrial fusion phenotypic screen | inhibition, % at 10 µM; in the data active = inhibition above about 58%; tested in S. cerevisiae
MT stabilize HCS: microtubule stabilizers in HeLa cells, primary screen, imaging, high-content imaging | HeLa tubulin immunostaining HCS, 24 h; share of cells brighter than vehicle mean+2SD | % tubulin-high responders, % at 10 µM | actives 0.83% (n = 200,000);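 active = plate Z-score above 3 for both tubulin-high and condensed-nucleus cell shares, with cell loss under 80%, at 10 µM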;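 also: anti alpha tubulin signal scored within the nucleus-defined area of each cell; some results filed as inactive read as strong as hits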
Myeloid diff MLP: induction of myeloid progenitor differentiation, primary screen, cell-based, flow cytometry, MLPCN library; calls only at 10 µM; AID 624256, 2012; actives 1% (n = 360,000); ER-HoxA9 myeloid progenitors, lysozyme-GFP differentiation;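 active = normalized GFP-positive differentiation at or above the plate's own cutoff, the solvent-only control mean plus 3 SD; inconclusive = no clear call, values can overlap the other calls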;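 also: cells exposed to compound for four days before flow analysis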
WT yeast gro inh mutant strain: second read-out of WT yeast gro inh, no call of its own (marks repeat the call); inhibition, %; mitochondrial fusion phenotypic screen, mutant strain inhibition
Insulin prom up cell count: also measured in Insulin prom up; calls as there; cell count; measured here: cytotoxicity, nuclei count;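 total cells summed across four imaged fields per well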
Lipid droplet cells 6.5 µM: also measured in Lipid droplet; calls as there; cell count; measured here: cell count, cytotoxicity flag;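 cells counted across two imaged fields per well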
bCat nuc transl cell count 5 µM: second read-out of bCat nuc transl, no call of its own (marks repeat the call); cell count; measured here: cell count, cytotoxicity flag
T cell HTS vesicle-bound %: also measured in T cell HTS; calls as there; double positive events, %; measured here: CD8+ vesicle-bound cell fraction;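 binding gate set so that unloaded-vesicle control wells show 10% double positive cells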
MT stabilize HCS Hoechst-high %: also measured in MT stabilize HCS; calls as there; % Hoechst-high responders; measured here: nuclear condensation Hoechst responders;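 share of cells brighter than vehicle mean plus two SD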
MT stabilize HCS cytotoxicity %: second read-out of MT stabilize HCS, no call of its own (marks repeat the call); toxicity, %; measured here: cytotoxicity by cell density;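 0% = mean cell density of plate MIN control wells and 100% = no cells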
Autophagy mod cell loss 18 h: further read-out of Autophagy mod, marked with its call; toxicity, %; measured here: cell loss, nuclei count;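 cell loss after 18 h compound exposure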
Myeloid diff MLP GFP+ MAC1+ %: second read-out of Myeloid diff MLP, no call of its own (marks repeat the call); GFP+ MAC1+ double positive, %; measured here: differentiation confirmed by MAC1 staining
Active calls of the source: *; i = inactive; ? = inconclusive; / = not tested or not shown; + = active, no number. Rows are unselected; about 3.9% have a hit in one of these screens.

SMILES	West Nile antiviral	Insulin prom up	Insulin prom up cell count	Autophagy mod	Autophagy mod cell loss 18 h	bCat nuc transl	bCat nuc transl cell count 5 µM	T cell HTS	T cell HTS vesicle-bound %	Lipid droplet	Lipid droplet cells 6.5 µM	WT yeast gro inh	WT yeast gro inh mutant strain	MT stabilize HCS	MT stabilize HCS Hoechst-high %	MT stabilize HCS cytotoxicity %	Myeloid diff MLP	Myeloid diff MLP GFP+ MAC1+ %
Cc1ccc(OCC(=O)Nc2cc(S(=O)(=O)N3CCCCC3)ccc2C)c([N+](=O)[O-])n1	-0.4%	-0.17	1369	i	-8.6	-1.7	566	i	52.8	26.4	683	-12.8	-7.8	3.5	2.1	12.4	i	0.2
COc1ccc(N2CCN(Cc3cc(=O)oc4cc(C)c(Cl)c(C)c34)CC2)cc1	0.9%	-0.22	1725	i	-2.1	0.1	927	i	52.7	-8.3	753	48.2	9.6	3.7	2.1	3.4	i	0.6
COc1ccccc1CN1CCCC(CNC(=O)c2cccc3ccccc23)C1 (stereo unspecified)	-0.6%	/	/	/	/	/	/	i	11.0	-22.6	809	/	/	/	/	/	i	0.1
CCOC(=O)CC(=O)CSc1ccc2nnc(-c3ccc(C)cc3)n2n1	0.7%	-0.48	1432	i	6.8	1.6	932	i	31.2	/	/	-13.7	1.7	2.7	2.8	8.1	+	4.9*
O=C(COc1ccc(/C=N/NC(=O)c2ccncc2)cc1)Nc1ccc([N+](=O)[O-])cc1	0.2%	/	/	/	/	/	/	i	38.2	4.6	761	/	/	/	/	/	i	0.7
Cc1cc(C(=O)CCl)c(C)n1CCc1ccccc1	0.9%	/	/	i	1.3	2.1	941	i	35.6	42.0	685	24.4	19.8	2.8	2.4	7.9	/	/
CCN1CCN(Cc2ccc(NC(=O)Nc3ccccc3Cl)cc2)CC1	1.8%	/	/	i	-9.0	1.0	1081	i	31.7	3.9	683	0.6	-13.6	3.4	2.1	4.1	i	2.6
Cc1ccc(C)c2[nH]c(=O)c(C(c3nnnn3Cc3ccco3)N3CCc4ccccc4C3)cc12 (stereo unspecified)	0.2%	/	/	i	15.9	-7.4	1017	i	16.0	/	/	13.5	13.6	4.2	1.4	1.0	i	0.8
COc1ccccc1N1CCN(c2ccc(N3C(=O)CCC3=O)cc2[N+](=O)[O-])CC1	0.6%	-0.15	1254	i	28.3	0.3	1105	i	31.3	-23.6	724	0.9	-28.9	1.3	1.4	9.9	i	0.5
Cc1nnc(C)c2c(C)n(Cc3ccc4c(c3)OCO4)c(C)c12	-0.5%	-0.34	1627	i	8.4	-2.4	1083	i	31.1	-17.3	699	-0.7	-7.9	3.6	2.0	7.9	i	0.8
NC(=O)C1CCN(C(=O)C2CCN(S(=O)(=O)c3ccccc3)CC2)CC1	0.4%	0.63	994	i	3.1	/	/	i	21.4	/	/	1.6	4.3	1.7	3.5	9.5	i	1.6
COC(=O)c1ccccc1NC(=S)NC(=O)c1ccccc1C	/	0.32	1455	i	-19.0	-0.7	1412	i	25.5	/	/	12.6	2.1	2.4	1.6	6.5	i	4.7
O=C1C(=O)N(CCOCCO)C(c2ccccn2)/C1=C(\O)c1ccccc1 (stereo unspecified)	0.0%	1.37	1443	i	-0.6	-1.4	1397	i	41.3	/	/	-6.6	2.5	2.3	1.4	1.9	i	0.9
CCc1ccc(/C=N/NC(=O)c2nnn(-c3nonc3N)c2CN2CCc3ccccc32)cc1	-0.7%	/	/	/	/	/	/	i	50.7	-1.9	799	/	/	/	/	/	i	1.3
CN1CCN(S(=O)(=O)c2cccc(C(=O)N(Cc3ccccc3)c3ccccc3)c2)CC1	-1.7%	/	/	/	/	/	/	i	16.1	-19.4	694	/	/	/	/	/	?	/
Cc1cccc(CNc2ccc(C(CC(N)=O)NC(=O)c3ccccc3)cc2[N+](=O)[O-])c1 (stereo unspecified)	-0.2%	0.24	1028	/	/	-0.8	1291	i	57.7	14.8	759	/	/	/	/	/	i	2.5
COc1ccc(-c2noc(C3CCCN(C(=O)CCc4ccccc4)C3)n2)cc1 (stereo unspecified)	-1.1%	/	/	i	5.0	1.9	1069	i	10.3	-4.0	665	10.8	-38.9	3.2	1.0	6.9	i	6.4
CCC1(c2ccccc2)NC(=O)N(CC(=O)Nc2ccc(S(N)(=O)=O)cc2)C1=O (stereo unspecified)	0.5%	/	/	/	/	/	/	i	29.1	-4.2	760	/	/	/	/	/	i	0.4
NC(=O)C1c2ccccc2CSc2ccccc21 (stereo unspecified)	0.4%	-0.65	1560	i	-15.7	2.9	1435	i	58.8	/	/	-13.9	-14.4	2.8	2.2	8.5	i	0.1
O=[N+]([O-])c1cccc(-c2ccc(CN3CCN(c4ccccc4)CC3)o2)c1	0.4%	/	/	/	/	/	/	i	57.9	-19.0	776	/	/	/	/	/	i	0.3
CCCOc1cccc(C2C(C(=O)c3ccc(C)o3)=C(O)C(=O)N2CCN2CCOCC2)c1 (stereo unspecified)	-0.2%	/	/	/	/	/	/	i	11.4	-17.8	721	/	/	/	/	/	i	4.1
COc1cccc(/C(C)=N/NS(=O)(=O)c2ccc(Cl)cc2)c1	0.2%	0.18	1423	i	9.7	0.1	1537	i	61.2	0.8	736	3.1	8.3	1.9	1.3	1.6	i	0.8
O=C(NCc1ccc2c(c1)OCO2)c1ccc(N2CCCCCC2)c([N+](=O)[O-])c1	-0.8%	-1.52	1373	i	4.8	6.9	1023	i	36.8	4.3	671	40.1	6.0	4.4	1.6	8.3	i	0.5
CCOc1ccc(NC(=O)C(CC(=O)O)Cc2ccccc2)cc1 (stereo unspecified)	0.3%	0.65	1433	i	-9.6	0.4	1620	i	39.3	7.4	685	-0.9	1.5	5.4	3.4	8.9	i	0.4
COc1ccc(C(=O)Nc2ccc(S(=O)(=O)Nc3nccnc3OC)cc2)cc1	0.8%	0.44	866	i	-10.5	-1.5	953	i	44.2	-2.4	652	1.7	-2.0	1.3	1.1	0.9	i	2.3
COc1ccc(C(C(=O)NCC2CCCO2)N(Cc2ccc(F)cc2)C(=O)CNC(=O)c2ccco2)cc1OC (stereo unspecified)	-0.1%	/	/	/	/	/	/	i	42.3	-0.1	817	/	/	/	/	/	i	0.5
CCNc1ccc(C(=O)OCC(=O)N(Cc2ccccc2)C(C)(C)C)cc1[N+](=O)[O-]	-0.6%	0.53	1559	i	-0.6	-4.6	1380	i	22.2	-0.7	723	-62.8	-17.3	2.7	3.4	5.1	i	0.4
COc1cc(OC)c2cc[nH]c2c1	-0.1%	0.15	1260	i	11.3	-1.7	599	i	41.3	5.8	701	6.8	-17.8	2.6	2.7	0.8	i	1.0
CC(C)N1CCC(N2CCN(CC#Cc3ccccc3)CC2CCO)CC1 (stereo unspecified)	-0.2%	-0.78	1360	i	16.9	0.9	1126	i	58.8	-1.6	737	1.5	7.7	4.0	1.9	2.8	i	0.1
Cc1cc(NC(=O)CCC(=O)N(Cc2ccco2)C2(C(=O)NC3CCCCC3)CCCCC2)no1	-0.2%	/	/	/	/	/	/	i	27.0	38.0	807	/	/	/	/	/	i	3.6
COc1c(F)c(F)c(C(=O)Nc2cccc(Cl)c2N2CCOCC2)c(F)c1F	0.1%	1.82	1063	i	2.0	-2.6	1159	i	54.9	-5.6	753	26.2	14.5	3.8	2.8	6.6	i	2.2
O=c1c2ccccc2nc2c3ccccc3c(Cl)nn12	0.1%	-0.67	980	i	18.1	0.2	1537	/	/	-3.7	744	14.7	14.9	1.4	2.4	3.4	/	/
Cn1c(Cn2cnc3ccccc32)nnc1SCC(=O)CC(=O)Nc1ccccc1	0.1%	-0.27	1222	i	4.0	-5.3	1008	i	7.2	/	/	-5.2	-28.3	2.7	2.0	8.9	i	0.4
O=C(NCCc1ccccc1)C1CCCN(S(=O)(=O)c2cccs2)C1 (stereo unspecified)	-0.4%	-0.18	1690	/	/	2.2	1022	i	32.6	6.4	659	9.1	-2.4	2.6	2.0	7.6	i	2.4
N#Cc1ccsc1NC(=O)COC(=O)c1ccc2ccccc2c1	-0.7%	-6.27	536	i	10.5	0.1	487	i	50.2	-12.2	623	6.8	1.7	2.3	1.9	1.3	i	1.0

Laid out differently: results already given.
structure | West Nile antiviral | Insulin prom up | Insulin prom up cell count | Autophagy mod | Autophagy mod cell loss 18 h | bCat nuc transl | bCat nuc transl cell count 5 µM | T cell HTS | T cell HTS vesicle-bound % | Lipid droplet | Lipid droplet cells 6.5 µM | WT yeast gro inh | WT yeast gro inh mutant strain | MT stabilize HCS | MT stabilize HCS Hoechst-high % | MT stabilize HCS cytotoxicity % | Myeloid diff MLP | Myeloid diff MLP GFP+ MAC1+ %
COc1ccc(C(=O)Nc2ccc(S(=O)(=O)Nc3nccnc3OC)cc2)cc1 | 0.8% | 0.44 | 866 | i | -10.5 | -1.5 | 953 | i | 44.2 | -2.4 | 652 | 1.7 | -2.0 | 1.3 | 1.1 | 0.9 | i | 2.3
COc1ccc(C(C(=O)NCC2CCCO2)N(Cc2ccc(F)cc2)C(=O)CNC(=O)c2ccco2)cc1OC (stereo unspecified) | -0.1% | / | / | / | / | / | / | i | 42.3 | -0.1 | 817 | / | / | / | / | / | i | 0.5
